# From PubChem BioAssay
# All columns: NCI-60 one-dose screen, growth in % after 48 h at 10 µM unless noted; 100 = growth as untreated, 0 = no growth, -100 = all killed.
# SW-620: SW-620 colon cancer | actives 5.2% (n = 82,000) | AID 1794795
# KM12: KM12 colon cancer cells. actives 5% (n = 82,000)
# SF-539: SF-539 CNS cancer; actives 6.8% (n = 81,000)
# SNB-75: SNB-75 CNS cancer; actives 5% (n = 79,000)
# SF-295: SF-295 CNS cancer cells; actives 5.6% (n = 79,000); AID 1794758
# HCC-2998: HCC-2998 colon cancer; actives 4.7% (n = 79,000); AID 1794799
# SF-268: SF-268 CNS cancer cells. AID 1794759. actives 3.1% (n = 82,000)
# SNB-19: SNB-19 CNS cancer cells | AID 1794751 | actives 2.5% (n = 81,000)
# HT29: HT29 colon cancer | actives 7.4% (n = 81,000) | AID 1794748
# Starred values were filed as active, the others as inactive; nt = no result given; & = joins results of further samples; [ ] = remark or other dose. The calls were made as follows: active = growth percent below 10; inactive = the rest.
SMILES,SW-620,KM12,SF-539,SNB-75,SF-295,HCC-2998,SF-268,SNB-19,HT29
CC1=C(C(=O)/C=C/c2ccc([N+](=O)[O-])cc2)C(c2ccccc2)NC(=S)N1 (configuration not stated),96,104,100,69,104,105,95,96,105
Nc1cc(Cl)ncn1,97,106,103,89,93,99,98,nt,103
OCC[C@H]1C[C@H]1/C=C/c1ccccc1,101,100,97,88,100,99,107,93,99
CC1CCCC(CC(N)=O)CC1 (configuration not stated),105,107,98,nt,89,102,104,110,85
Cc1c(C(=O)NCCc2ccc(N3CCC[C@@H]3C)cc2)nn(-c2ccc(Cl)cc2)c1-c1ccc(Cl)cc1,93,69,90,105,67,84,92,87,53
O=C(O)CCCNC(=O)OCc1ccccc1,109,104,99,89,86,119,110,104,105
CC1CC(=O)c2cc(-c3ccccc3)oc2C1 (configuration not stated),107,100,100,84,nt,105,110,95,97
Nc1ccc(S(=O)(=O)O)c2cccc(S(=O)(=O)O)c12,102,128,111,87,110,113,113,101,105
Nc1ccc(N)c(Cl)c1,100,108,96,81,114,101,105,97,95
CC(C)C/C(=C\C(=O)O)C(=O)O,100,104,101,79,105,107,100,112,104
C[C@H](c1nc2ccc(F)cc2[nH]1)[C@H]1CC[C@H]2[C@@H]3CCC4=CC(=O)CC[C@]4(C)[C@H]3CC[C@]12C,96,83,77,71,62,85,86,89,45
CCOc1ccc2nc(NC(=O)CSC(=S)N3CCN(c4ccccc4)CC3)sc2c1,103,98,109,92,99,nt,109,98,95
Cc1[nH]c(C(=O)Nc2ccccc2OCc2cccc(C(=O)NC3CCCNC3)c2)c(Cl)c1Cl (configuration not stated),-69*,-78*,-85*,84,-88*,-90*,25,-80*,-59*
CCN(CC)CCCNCc1cc(-c2ccccc2)nc2cc(Cl)ccc12,-0.4*,14,40,71,80,-29*,38,69,-17*
CN(C)c1cccc2c(S(=O)(=O)Nc3ccc4oc(N=C(N)N)nc4c3)cccc12,98,99,92,80,91,99,93,92,105
O=[N+]([O-])c1cccc(OCC2CO2)c1 (configuration not stated),108,100,98,98,97,100,104,104,116
Nc1c(C(=O)c2ccc(Br)cc2)sc2nc3c(cc12)CCC3,87,91,76,38,81,111,78,92,64
CN(C)c1ccc(/C=N\NC(=S)Nc2ccc(F)cc2)cc1,105,104,112,94,92,100,112,106,100
O=C(Nc1ccccc1F)Nc1cccc2ccc(O)cc12,96,92,92,57,110,114,108,89,101
c1ccc2c[n+](C[n+]3ccc4ccccc4c3)ccc2c1,99,115,95,80,103,114,114,nt,111
CN(C)c1ccc(/C=C/c2ccnc3ccccc23)cc1,27,30,47,22,32,72,70,52,4.2*
Cc1ccc(/C=C2\N=C(c3ccccc3)N(c3ccc(-c4nc5ccc(C)cc5s4)cc3)C2=O)cc1,95,61,98,60,89,95,64,65,83
CC(C)(C)Nc1nc2c(OCCc3ccccc3)cccn2c1-c1ccccc1O,112,108,104,104,100,107,108,98,108
CC1=NCCN1CCc1ccccc1,103,103,106,92,100,98,98,105,94
O=S1(=O)O[C@H]2CCCC[C@H]2O1,103,98,100,85,103,101,103,105,99
CC(=O)NC(=O)CC(O)(c1ccccc1)c1ccccc1,103,111,104,96,106,109,105,101,101
O=C(CNc1ccc(-c2nc3ccccc3s2)cc1)Nc1ccc(F)cc1,108,88,95,99,101,101,86,103,112
C=CC(O)CN (configuration not stated),93,116,111,nt,121,102,103,97,78
COc1ccc(CC(=O)NCCc2ccc3c(c2)OCO3)cc1OC,104,109,114,71,93,101,107,104,96
COc1cc(/C=C/C(=O)N2CCCC2)c(OC)c2c1OCO2,104,104,97,89,100,103,100,96,103

# Structures listed so far that have four or more nitrogen atoms:
SMILES,SW-620,KM12,SF-539,SNB-75,SF-295,HCC-2998,SF-268,SNB-19,HT29
Cc1c(C(=O)NCCc2ccc(N3CCC[C@@H]3C)cc2)nn(-c2ccc(Cl)cc2)c1-c1ccc(Cl)cc1,93,69,90,105,67,84,92,87,53
CCOc1ccc2nc(NC(=O)CSC(=S)N3CCN(c4ccccc4)CC3)sc2c1,103,98,109,92,99,nt,109,98,95
Cc1[nH]c(C(=O)Nc2ccccc2OCc2cccc(C(=O)NC3CCCNC3)c2)c(Cl)c1Cl (configuration not stated),-69*,-78*,-85*,84,-88*,-90*,25,-80*,-59*
CN(C)c1cccc2c(S(=O)(=O)Nc3ccc4oc(N=C(N)N)nc4c3)cccc12,98,99,92,80,91,99,93,92,105
CN(C)c1ccc(/C=N\NC(=S)Nc2ccc(F)cc2)cc1,105,104,112,94,92,100,112,106,100

# Next results.
SMILES,SW-620,KM12,SF-539,SNB-75,SF-295,HCC-2998,SF-268,SNB-19,HT29
NS(=O)(=O)c1cccc(Nc2nc(SCC(=O)c3ccc(Cl)cc3)nc3c2CCCC3)c1,96,96,93,98,99,111,96,92,104
CC(C)(C)c1ccc(C(=O)N/N=C/c2ccc(O)cc2O)cc1,30,12,11,38,17,19,20,28,26
CC(=O)N1C(=O)C(C(C)=O)(C(C)=O)c2ccccc21,100,96,96,111,102,107,108,100,104
COc1ccc(-c2nc(-c3ccccc3)c(-c3ccccc3)n2-c2ccc(S(=O)(=O)Nc3ncccn3)cc2)cc1OC,98,78,67,89,47,83,83,75,96
COc1cc2c(cc1OC)C(c1ccc(N=Cc3ccc(N(C)C)cc3)cc1)N(C(=S)Nc1cc(Cl)ccc1Cl)CC2 (configuration not stated),98,90,89,76,87,113,96,85,117
O=C1CCCC(C(=O)NCc2ccc(Cl)cc2Cl)N1 (configuration not stated),104,107,108,103,106,123,104,106,79
O=C(/C=C/Nc1ccc(NS(=O)(=O)c2ncccn2)cc1)c1cc2c(ccc3ccccc32)oc1=O,105,103,111,100,107,110,107,102,104
Cc1ccc(S(=O)(=O)N(CCc2ccc(Cl)cc2)S(=O)(=O)c2ccc(C)cc2)cc1,101,92,97,68,nt,88,100,95,86
COc1ccc(-c2[nH]ncc2CNc2ccc3ccccc3c2)cc1,96,84,93,74,85,95,90,102,98
Cc1cc(N)nc(=O)n1C1CC(O)C(CO)O1 (configuration not stated),101,100,99,90,101,102,92,94,105
N#CC1=C(N)N2C(=S)N(c3ccccc3)C(=O)C2C1c1ccc(Cl)cc1 (configuration not stated),104,104,88,93,103,114,89,94,112
Nc1cccc(Nc2cc(S(=O)(=O)O)c(N)c3c2C(=O)c2ccccc2C3=O)c1,104,105,101,82,118,120,101,101,96
Cc1cc(C)c(NS(=O)(=O)c2ccccc2)c(C)c1NS(=O)(=O)c1ccccc1,103,103,100,91,98,92,104,94,103
Clc1ccc(Nc2ncnc3c2sc2ncccc23)cc1,47,56,6.4*,48,19,62,23,26,38
CCOC(=O)N(CC)c1ccccc1,109,108,103,75,103,100,108,101,107
O=C1C(C2SC(=S)N(C3CCCCCCC3)C2=O)SC(=S)N1C1CCCCCCC1 (configuration not stated),95,98,102,92,104,114,99,100,103
C=CCOC(=O)C1=C(C)NC2=C(C(=O)CC(c3ccc(Cl)cc3)C2)C1c1cc(OC)c(OC)c(OC)c1 (configuration not stated),94,95,86,71,98,104,86,90,90
O=C(N/N=C/c1ccncc1)c1ccncc1,96,101,100,93,110,109,101,107,110
O=C(O)c1cc(N=Nc2ccc([N+](=O)[O-])cc2)ccc1O,103,100,88,82,91,104,88,66,95
COc1ccc(C/C(C)=C(\c2ccc(OCCCN(C)C)cc2)c2ccc(OC(=O)C3CCCCC3)cc2)cc1,96,101,103,99,94,101,103,97,91
COC(=O)c1ccccc1Br,109,95,102,80,95,106,101,96,110
CNc1nc(NC2CCCC2)nc(Sc2ccc(OC)cc2)n1,21[100 µM],1.9*[100 µM],49[100 µM],49[100 µM],nt,38[100 µM],26[100 µM],40[100 µM],3.0*[100 µM]
CC/C(=C(\c1ccc(OCCN2CCCCCC2)cc1)c1ccc(OC(=O)C2CCCCC2)cc1)c1ccccc1,94,98,107,112,104,101,100,106,93
NC(=S)NN=C1CCCCCCCCC1,98,108,nt,86,102,102,107,90,nt
c1ccc(CSC2=NCCN2)cc1,114,103,99,93,102,107,93,104,98
C1CNCCN1,103&109,102&102,102,98&106,102&102,110&104,101&106,102&100,118&99
O=C(CN1C(=O)S/C(=C\C(Cl)=C\c2ccccc2)C1=O)NCCc1ccc(O)cc1,4.8*,5.8*,16,22,44,67,61,34,17
CC(C)C1=C[C@@]23CC[C@@H]4[C@](C)(CCC[C@]4(C)C(=O)NCc4ccccc4)[C@H]2C[C@@H]1[C@H]1C(=O)OC(=O)[C@H]13,54,25,63,70,18,54,47,38,19
CN1C(=O)N(C)C2C1NC(=O)N2CC(=O)N1CCOCC1 (configuration not stated),96,109,99,85,96,98,93,99,92
CCC1(CC)C(=O)NC(=O)NC1(OC)OC,107,105,111,96,100,110,99,104,90

# One compound at a time, as listed above. Order of screens: SW-620	KM12	SF-539	SNB-75	SF-295	HCC-2998	SF-268	SNB-19	HT29
# `COC(=O)c1ccccc1Br` as listed: 109	95	102	80	95	106	101	96	110
# `NC(=S)NN=C1CCCCCCCCC1` as listed: 98	108	nt	86	102	102	107	90	nt
# `CC/C(=C(\c1ccc(OCCN2CCCCCC2)cc1)c1ccc(OC(=O)C2CCCCC2)cc1)c1ccccc1` as listed: 94	98	107	112	104	101	100	106	93

# Following part
SMILES,SW-620,KM12,SF-539,SNB-75,SF-295,HCC-2998,SF-268,SNB-19,HT29
Fc1ccccc1-c1cnn2cc(-c3ccccc3)cnc12,92,59,103,82,98,93,89,94,105
CCOC(=O)c1ccc(NC2=C(Br)C(=O)C(C)=C(C)C2=O)cc1,101,106,92,73,97,106,99,94,114
COc1cccc(C2C(C#N)=C(N)Oc3c2ccc2ccccc32)c1 (configuration not stated),30,12,-12*,80,24,24,31,37,7.5*
Cc1ccc(-c2c3c(nc4c2c(C)nn4-c2ccccc2)NC(c2ccc4c(c2)OCO4)NC3)cc1 (configuration not stated),106,97,101,88,105,120,99,118,102
O=[N+]([O-])c1cccc(Cn2cnc3c(=S)nc[nH]c32)c1,114&108,103&105,94&86,84&86,103,98&102,116&106,110&111,96&106
Cc1ccc(N=Nc2ccc(C)cc2NC(=O)Nc2ccccc2F)cc1,111,99,99,70,88,99,98,100,92
Cc1ccc(N(C(=O)C2CC2c2ccc(F)c(F)c2)C(C(=O)NCCN2CCOCC2)c2ccc(Br)cc2)cc1 (configuration not stated),95,101,95,94,101,108,100,100,99
COC(=O)[C@@]1(/C=C/c2ccccc2)C(=O)N(c2ccc(OC)cc2)[C@@]1(C(=O)OC)c1ccc([N+](=O)[O-])cc1,92,106,91,89,113,103,93,nt,87
COc1ccccc1N1C(=O)/C(=C/C2=Cc3ccccc3OC2)SC1=S,95,100,103,98,92,102,109,91,100
O=C1NC(=O)C(c2ccccc2)(c2ccccn2)N1 (configuration not stated),97,109,104,84,114,97,106,105,110
O=C(NC[C@H]1CN(c2ccc(N3CCC(C(=O)O)CC3)cc2)C(=O)O1)c1ccc(Cl)s1,98,98,97,75,102,119,97,98,103
CCCc1cc2c(OC)cc(-c3c(CC4OCCO4)cc4oc5ccccc5c(=O)c4c3O)c(O)c2c(=O)n1C,100,103,99,87,95,107,89,99,112
COc1ccc(CSc2nc3ccc(Cl)cc3c(=O)n2-c2ccccc2OC)cc1,92,109,98,56,nt,107,86,91,104

# Outcome played no part in choosing rows, and some 11% of all compounds hit somewhere here.
